Compound activity as filed in PubChem BioAssay.
NFkB transloc inh – blocks IL-1B driven NFkB nuclear translocation in HUVEC cells; 94,000 compounds, 0.43% hits; HUVEC IL-1B NFkB p65 nuclear translocation imaging; inhibition, % at 2 µM;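 active = inhibition above about 30% together with a positive call from visual inspection of the well image, limit read from the data; inconclusive = inhibition above a set limit but visual check negative; inactive = inhibition not above a set limit, visual check negative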;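 note: nuclear over cytoplasmic p65 intensity ratio measured by imaging; 0% = IL-1B stimulated DMSO wells and 100% = unstimulated DMSO wells; values of inactives mirror those of a sister screen read the other way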
PLAP inhibitors HTS – PLAP enzyme inhibitors, biochemical, luminescence, HTS (AID 690). purified PLAP, luminescent substrate; higher % means a stronger effect. one-dose inhibition, % at 20 µM; IC50 in µM for titrated hits. 96,000 compounds, 0.08% hits; in the data active = a potency from the dose series; inactive = the rest, 99 in 100 with inhibition below about 30%; note: strong numbers were not always called active
MRP resist rev – MRP-mediated drug resistance reversal; differential viability (reversal), % at 10 µM; H69AR cells + 2 uM doxorubicin, CellTiter-Glo, 72 h; 85,000 compounds, 0.04% hits; AID 602;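 active = viability drop by adding the cancer drug above about 55%, with treated viability meeting a 40% cutoff, limit read from the data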;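 note: viability without doxorubicin minus viability with 2 µM doxorubicin for each compound; larger differential means the compound sensitizes cells more to doxorubicin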
Bcl-B TR3 displacers – displacers of TR3 peptide from Bcl-B, primary screen, selectivity assay for Bfl-1 inhibitor project, biochemical, fluorescence polarization; FP displacement of FITC-TR3 peptide from Bcl-B; higher % means a stronger effect; one-dose displacement, % at 20 µM; IC50 in µM for titrated hits; 96,000 compounds, 0.11% hits;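 active = displacement above 50% at 20 µM plus a fluorescence interference ratio under 1.5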;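 note: plate controls were wells without compound for no effect and wells lacking Bcl-B protein for full effect; a part of the inactive calls stands beside numbers as strong as those of hits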
IL1B NFkB pot – enhances IL-1B driven NFkB nuclear translocation; AID 819; 94,000 compounds, 0.3% hits; HUVEC IL-1B NFkB p65 nuclear translocation imaging; activation, % at 2 µM;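 active = activation above 40%, about the mean plus 3 SD, also judged a hit on visual image review; inconclusive = activation above 40% but not a hit on visual review; inactive = activation not above 40% and no visual hit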;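 note: percent activation is computed from the nuclear over cytoplasmic p65 intensity ratio; values of inactives mirror those of a sister screen read the other way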
MRP resist rev cytotoxicity – also measured in MRP resist rev; calls as there; viability, %; H69AR cells, CellTiter-Glo, 72 h; measured here: cytotoxicity without doxorubicin
MRP resist rev with doxorubicin – second read-out of MRP resist rev, no call of its own (marks repeat the call); viability, %; measured here: viability with 2 uM doxorubicin; active compounds read low
NFkB transloc inh cell count 2 µM – second read-out of NFkB transloc inh, no call of its own (marks repeat the call); cell count; measured here: cells passing quality filter;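 raw number of nuclei counted in each imaged well without normalization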
IL1B NFkB pot cell count 2 µM – also measured in IL1B NFkB pot; calls as there; cell count; measured here: cells passing quality filter
* marks the source's active call; other numbers are inactive results; ? = inconclusive; · = no result given.

SMILES	NFkB transloc inh	NFkB transloc inh cell count 2 µM	PLAP inhibitors HTS	MRP resist rev	MRP resist rev cytotoxicity	MRP resist rev with doxorubicin	Bcl-B TR3 displacers	IL1B NFkB pot	IL1B NFkB pot cell count 2 µM
CCN1CCN(CCC(=O)Nc2ccc3c(c2)OCO3)CC1	2.2	101	·	-9.7	101.6	111.3	·	-2.2	101
Cc1cccc(C(OC(=O)c2ccco2)C(=O)NCc2ccccc2)n1 (stereo not drawn)	-26.6	179	·	-3.2	90.4	93.7	·	26.6	179
c1n[nH]c(SCCCCSc2ncn[nH]2)n1	-6.5	70	-164.5%	-10.8	90.5	101.4	4.1%	6.5	70
CC(C)(C)C(=O)/C=c1\[nH]c(=O)/c(=C\c2ccc(F)cc2)s1	-1.7	58	-29.9%	-27.8	17.7	45.5	2.3%	1.7	58
COc1cccc(N2C(=O)CC(Nc3ccc(N4CCOCC4)cc3)C2=O)c1 (stereo not drawn)	-7.6	113	-1.8%	0.3	103.4	103.2	-8.9%	7.6	113
Cc1ccccc1C(=O)Oc1ccc(Sc2ccc(O)cc2)cc1	-7.8	192	31.6%	·	·	·	3.3%	7.8	192
CCOCCCN1CC(C(=O)NCCc2ccc(C)cc2)CC1=O (stereo not drawn)	-16.1	202	6.7%	-5.5	90.9	96.4	11.6%	16.1	202
CCOC(=O)CSc1nc2cc(C(=O)N3CCCC3)ccc2c(=O)n1Cc1ccccc1	-4.3	165	-67.3%	-11.8	50.6	62.4	4.8%	4.3	165
CCOC(=O)CN(C(=O)CNC(=O)c1ccco1)C(C(=O)NC1CCCC1)c1ccccc1OCC (stereo not drawn)	5.4	201	-25.6%	6.4	101.5	95.1	-1.5%	-5.4	201
CCOc1ccccc1C1CC(c2ccc(Br)cc2)Nc2nc(N)nn21 (stereo not drawn)	-4.6	52	-70.3%	-41.8	40.1	81.9	4.2%	4.6	52
COc1ccc(CN(C(=O)c2ccco2)c2ccc(Br)cc2)cc1OC	2.6	150	-56.0%	·	·	·	7.1%	-2.6	150
COc1cccc(-c2cc(C(=O)NCc3ccc(Cl)cc3)no2)c1	-6.5	98	-24.4%	4.1	99.4	95.2	-8.5%	6.5	98
C/C(=N\OC(=O)NC(C)C)c1sc(-c2ccccc2)nc1C	4.3	141	-0.4%	·	·	·	4.9%	-4.3	141
N/C(CC(=O)NCCOc1ccccc1)=N\O	-27.8	151	-17.7%	8.4	97.0	88.5	-5.0%	27.8	151
CC(C)C(=O)Nc1ccc2c(c1)nc1n2CCSC1	1.4	160	-19.3%	13.6	95.7	82.1	-10.1%	-1.4	160
c1ccc(Nc2nc3ccccc3[nH]2)nc1	4.9	196	-122.3%	-4.3	97.8	102.1	2.7%	-4.9	196
Cc1ccc(S(=O)(=O)N2CCOCC2)cc1C(=O)N1CCOCC1	13.7	57	-0.5%	-2.6	96.5	99.1	5.9%	-13.7	57
Cn1c(-c2ccc3nc(N)sc3c2)nc2cc(N)ccc21	-9.2	76	-0.8%	3.4	82.1	78.7	14.0%	9.2	76
CCn1nnnc1SCC(=O)Nc1nc(C)c(C)s1	4.5	156	·	2.9	92.4	89.5	·	-4.5	156
CCOC(=O)Cn1c(=O)n(Cc2ccco2)c(=O)c2ccc(C(=O)NCCc3ccccc3)cc21	-0.5	149	-29.5%	-6.2	64.6	70.7	-15.1%	0.5	149
COCCNC(=O)c1ccc2c(=O)n(Cc3ccco3)c(SCC(=O)NC3CCCC3)nc2c1	8.8	41	-121.1%	13.4	96.8	83.5	-4.8%	-8.8	41
Cc1[nH]c2ccccc2c1C(=O)CSCC(=O)O	-11.8	190	9.9%	-3.0	105.0	108.0	2.0%	11.8	190
C/C(=C\C(=O)c1ccc(Cl)cc1)Nc1ccc(N2CCOCC2)cc1	-4.5	181	15.0%	10.5	100.6	90.0	-4.6%	4.5	181
Cc1cccc(OCCN2CSC(=S)N(C)C2)c1	-33.0	113	48.1%	-0.3	1.5	1.8	-15.2%	33.0	113
COC(=O)c1c(-c2ccc(F)cc2)noc1N	-31.4	130	-28.0%	-20.4	57.2	77.6	-1.6%	31.4	130
SMILES	NFkB transloc inh	NFkB transloc inh cell count 2 µM	PLAP inhibitors HTS	MRP resist rev	MRP resist rev cytotoxicity	MRP resist rev with doxorubicin	Bcl-B TR3 displacers	IL1B NFkB pot	IL1B NFkB pot cell count 2 µM
Cc1csc(-c2cnn(-c3ccccc3)c2NC(=O)c2ccc(C(F)(F)F)cc2)n1	-7.0	165	-4.5%	15.7	75.9	60.2	-8.2%	7.0	165
Cc1ccc(Nc2nc3ccccc3nc2-n2nc(C)cc2C)cc1	-10.0	52	13.6%	5.9	92.2	86.3	6.5%	10.0	52
Cc1noc(NS(=O)(=O)c2ccc(N3C(=O)c4ccccc4C3=O)cc2)c1C	-23.9	160	5.1%	14.1	99.5	85.4	-1.7%	23.9	160
Clc1nnc(N/N=C/c2ccccc2)c2ccccc12	·	·	15.6%	1.8	41.5	39.8	-6.0%	·	·
Cc1ccc(Cl)cc1NC(=O)c1ccc(CSc2nnnn2C)cc1	-5.0	168	30.6%	·	·	·	-12.8%	5.0	168
COc1cc(-c2nnc(Cn3cc(C(F)(F)F)ccc3=O)o2)cc(OC)c1OC	-7.0	191	-5.9%	-11.2	71.0	82.2	-10.0%	7.0	191
O=C(Nc1ccc(N2CCOCC2)cc1)NC1CCCCC1	-11.4	138	-18.3%	0.0	98.3	98.3	12.8%	11.4	138
O=C(Cc1ccc(-n2c(=O)[nH]c3ccccc3c2=O)cc1)N1CCN(c2ccccc2)CC1	6.3	85	-16.2%	3.3	109.9	106.6	-0.8%	-6.3	85
Nc1ccc(C#Cc2ccccc2)cc1	-1.9	163	4.3%	·	·	·	5.2%	1.9	163
N=c1sccn1CC(=O)N1CCc2ccccc21	-6.3	61	29.0%	2.4	90.0	87.7	2.6%	6.3	61
Clc1ccc(OCc2nn3c(C4CCCCC4)nnc3s2)c(Cl)c1	-2.6	122	-5.5%	10.3	86.1	75.8	-3.4%	2.6	122
O=C(c1ccccn1)c1ncc(C(F)(F)F)cc1Cl	0.6	184	-10.0%	·	·	·	-0.2%	-0.6	184
O=C(NCCCN1CCN(c2cccc(Cl)c2)CC1)C1(S(=O)(=O)c2ccc(Cl)cc2)CC1	2.1	165	-82.6%	2.6	58.1	55.5	-4.6%	-2.1	165
O=C(O/N=C1\CCCc2ccccc21)c1cccc(Cl)c1	-1.9	181	15.8%	·	·	·	-3.1%	1.9	181
CC1(C)CC(NC(=O)C23CCC(C)(C(=O)C2)C3(C)C)CC(C)(C)N1 (stereo not drawn)	-11.4	137	1.1%	0.2	100.0	99.8	0.3%	11.4	137
O=C(Nc1ccc(N2CCN(C(=O)c3ccco3)CC2)cc1)c1ccc2c(c1)OCO2	-14.3	111	·	12.5	73.2	60.8	·	14.3	111
Cc1cccc(NC(=O)C2CCCN2S(=O)(=O)c2ccc(F)cc2)c1C (stereo not drawn)	4.2	99	9.7%	-11.7	74.1	85.8	2.0%	-4.2	99
Cc1cc(C)nc(-n2nc(C)c(Oc3ccccc3O)c2C)n1	0.6	94	-9.5%	-9.8	90.5	100.3	4.1%	-0.6	94
O=C(CCCSc1nc(-c2ccco2)cc(C(F)(F)F)n1)NCC1CCCO1 (stereo not drawn)	-10.7	139	·	-3.8	71.5	75.3	·	10.7	139
CCN(CC)CCNC(=O)c1ccc(N2CCCCC2)c(NS(=O)(=O)c2ccc(C)cc2)c1	4.1	141	-51.8%	11.4	76.8	65.4	-1.7%	-4.1	141
CCNC1=C(Cl)C(=O)c2ccccc2C1=O	-3.1	150	21.8%	-8.8	41.3	50.0	8.2%	3.1	150
Cc1ccc(S(=O)(=O)N/N=C/c2cc(Br)c(C)o2)cc1	-4.8	155	-16.0%	·	·	·	-7.4%	4.8	155
COC(=O)c1cccc(NC(=O)CSc2nnc(COc3ccc(C#N)cc3)n2-c2ccccc2)c1	-3.5	154	10.6%	-2.0	101.3	103.2	0.0%	3.5	154
O=C1c2ccccc2C(=O)N1CC#CCN1CCN(C(c2ccccc2)c2ccccc2)CC1	-12.8	63	-58.9%	9.5	98.0	88.5	9.6%	12.8	63
O=C(O)CCCC(=O)Nc1c(F)c(F)c(F)c(F)c1F	·	·	2.8%	-1.1	99.6	100.7	9.5%	·	·

Nothing new here: 3 of the compounds above.
SMILES	NFkB transloc inh	NFkB transloc inh cell count 2 µM	PLAP inhibitors HTS	MRP resist rev	MRP resist rev cytotoxicity	MRP resist rev with doxorubicin	Bcl-B TR3 displacers	IL1B NFkB pot	IL1B NFkB pot cell count 2 µM
COC(=O)c1cccc(NC(=O)CSc2nnc(COc3ccc(C#N)cc3)n2-c2ccccc2)c1	-3.5	154	10.6%	-2.0	101.3	103.2	0.0%	3.5	154
O=C1c2ccccc2C(=O)N1CC#CCN1CCN(C(c2ccccc2)c2ccccc2)CC1	-12.8	63	-58.9%	9.5	98.0	88.5	9.6%	12.8	63
O=C(O)CCCC(=O)Nc1c(F)c(F)c(F)c(F)c1F	·	·	2.8%	-1.1	99.6	100.7	9.5%	·	·

(list continues)
SMILES	NFkB transloc inh	NFkB transloc inh cell count 2 µM	PLAP inhibitors HTS	MRP resist rev	MRP resist rev cytotoxicity	MRP resist rev with doxorubicin	Bcl-B TR3 displacers	IL1B NFkB pot	IL1B NFkB pot cell count 2 µM
CCOC(=O)N1CCN(c2c(NCc3ccc(N(C)C)cc3)c(=O)c2=O)CC1	3.3	168	12.0%	·	·	·	0.2%	-3.3	168
COc1ccc(OCC(=O)N2CCN(c3cccc(C(F)(F)F)c3)CC2)cc1	-0.6	183	-45.1%	4.4	90.6	86.1	4.7%	0.6	183
COc1ccc(C2(CNC(=O)CCC(=O)O)CCCC2)cc1OC	-1.4	164	-20.1%	0.2	85.5	85.3	1.8%	1.4	164
CC(C)(C)c1ccc(OCC(=O)O)cc1	-2.6	79	-0.3%	8.3	87.2	78.8	-3.0%	2.6	79
Cc1cc(C)c[n+](-c2nc([O-])sc2C=O)c1	-1.2	195	18.8%	·	·	·	49.9%	1.2	195
CCOC(=O)c1cc(-c2ccccc2)nn1-c1ccccn1	11.0	129	-48.7%	·	·	·	-1.2%	-11.0	129
CCOC(=O)C1CCCN(c2ncnc3c2[nH]c2cccc(OC)c23)C1 (stereo not drawn)	7.8	90	-62.1%	-0.9	103.8	104.8	4.9%	-7.8	90
O=C(C1c2ccccc2Oc2ccccc21)N1CCN(c2ccc(Cl)cc2)CC1	4.0	190	-45.7%	-50.0	39.1	89.1	-18.8%	-4.0	190
Cc1ccc(S(=O)(=O)N2CC3(C)CN(S(=O)(=O)c4ccc(C)cc4)CC(C)(C2)C3=O)cc1	5.3	165	6.6%	-4.1	74.3	78.4	0.1%	-5.3	165
CCCCn1c(=N)n(CC(=O)c2ccco2)c2ccccc21	-6.3	102	14.1%	2.5	83.6	81.1	6.5%	6.2	102
Cn1nnnc1CCOCCc1nnnn1C	-0.2	115	13.8%	1.7	93.7	91.9	2.8%	0.2	115
O=C(/C=C/NNC(=O)c1ccccc1)c1ccccc1	8.4	177	-40.0%	7.4	87.4	80.0	6.7%	-8.4	177
CCC(=O)N1c2ccc(S(=O)(=O)CCC(=O)Nc3nccs3)cc2CC1C (stereo not drawn)	26.3	105	11.7%	0.2	86.7	86.5	-0.5%	-26.3	105
CCOC(=O)N1CCC(Nc2c(NCCN3CCN(Cc4ccccc4)CC3)c(=O)c2=O)CC1	-17.2	143	-38.6%	-1.1	96.0	97.2	-2.2%	17.2	143
COCCCNC(=O)C1C2C=CC3(CN(Cc4ccc(C)cc4)C(=O)C13)O2 (stereo not drawn)	-55.0	172	-18.3%	-4.6	97.6	102.2	0.3%	?	·
Cc1ccc(C)c2[nH]c(=O)c(CN(CC3CCCO3)S(=O)(=O)c3ccc4c(c3)OCCO4)cc12 (stereo not drawn)	-21.6	152	-2.9%	9.2	81.4	72.2	-2.3%	21.6	152
NC(=O)c1cc(Cl)cn(-c2ccccc2)c1=O	-3.5	209	15.6%	-33.7	66.2	99.9	5.4%	3.5	209
CCCC(c1nnnn1C1CCCCC1)N1CCN(C2CCCC2)CC1 (stereo not drawn)	·	·	-42.6%	16.4	94.5	78.1	-2.4%	·	·

Only part of the results is shown, so the mix of outcomes need not match the whole.
